Assay outcomes from PubChem.
HIV RNase H inh: blocks HIV-1 RNase H cleavage of RNA/DNA duplex; 1.9% of 65,000 active; inhibition, % at 10 µM; RT-RNase H RNA/DNA duplex cleavage, fluorescence; P04585; in the data active = inhibition above about 50%
RmlCD inh mix: RmlC/RmlD inhibition, mixture screen; RmlC/RmlD coupled enzyme inhibition, 384-well mixture HTS; 0.39% of 110,000 active; inhibition, % at 5.5 µM; in the data active = inhibition above about 30%, passing the limit was not always enough; inconclusive = no clear call, values can overlap the other calls; also: strong numbers were not always called active
* hit, by the source's call; ? = inconclusive; . = no result given; & = joins results of further samples.

SMILES | HIV RNase H inh | RmlCD inh mix
CC(CCc1ccccc1)NC(C)C(O)c1ccc(O)cc1 (centres undefined) | 0 | -17
CC1CCC2(CC1)C(Nc1cccc(Cl)c1)=NC(=S)N2CC#N (centres undefined) | . | -10
CSC1=NCCN1C(=O)Cc1cccs1 | -14 | -5
CCSc1nnc(NC(=O)c2cccnc2Cl)s1 | . | 5
O=C(c1cc2ccccc2o1)c1nc2c(n1O)CCCCC2 | 9 | 3
Cc1nnc(SCCCN2C(=O)c3ccccc3C2=O)o1 | -6 | -7
C[C@@H](C(=O)O)[C@H]1C[C@]1(C)[C@H](NC(=O)OCc1ccccc1)c1ccccc1 | . | 17
CCN1CCC(=NNC(=O)c2ccc(C)c([N+](=O)[O-])c2)CC1 | . | -12
O=C(NC1CCCCC1)C(c1ccc2ncccc2c1)N(Cc1ccco1)C(=O)c1ccc2c(c1)OCCO2 (centres undefined) | . | ?
COc1ccc(CNC(=O)/C=C/c2ccc(OCCCF)cc2)cc1 | . | -15
CCC1CCCCN1CCNC(=O)c1[nH]c(C)c(C(C)=O)c1C (centres undefined) | -15 | -8
CCCCS(=O)(=O)CC(COc1ccccc1)OC(=O)c1ccccc1 (centres undefined) | . | 6
Fc1cccc(CCN2C(=S)NC[C@@H]2CC2CCCCC2)c1 | . | 8
O=C(O)Cn1c(O)c(C=Nc2ccccc2)sc1=S | -3 | -25&-13
O=C(COc1ccc(Cl)cc1Cl)OCn1nnc2ccccc2c1=O | . | 3
Cc1ccc2c(c1C)NC(C(=O)O)C1CC=CC21 (centres undefined) | 96* | 2
Cc1c(Cl)cccc1NC(=O)CCC(=O)NNC(=O)c1ccco1 | . | 6
O=C(CN1C(=O)C2C3C=CC(C3)C2C1=O)N1CCc2ccccc2C1 (centres undefined) | 0 | -12
O=[N+]([O-])c1cc(C(F)(F)F)ccc1NCCCCNS(=O)(=O)c1ccc2ccccc2c1 | . | 10
Oc1ccc(-c2csc(Nc3cccnc3)n2)cc1 | 34 | -5
Cc1cc(C)cc(OCC(=O)Nc2ccccc2N2CCCCC2)c1 | . | 1
CC(C)CC(=O)N1CCC(O)(CS(=O)(=O)Cc2ccccc2)CC1 | . | 3
Cn1c(=O)[nH]c(=O)c2c1nc(CN1CCN(c3ccccc3F)CC1)n2CCCc1ccccc1 | -3 | -8
COc1ccc(C)cc1N(C)C(=O)c1coc(=O)c2ccccc12 | . | -14
CC(C)C[C@@H]1NC(=O)N(CCN2CCOCC2)C1=O | -15 | 22

Structures from the list above that contain four or more nitrogen atoms (4):
SMILES | HIV RNase H inh | RmlCD inh mix
CC1CCC2(CC1)C(Nc1cccc(Cl)c1)=NC(=S)N2CC#N (centres undefined) | . | -10
CCSc1nnc(NC(=O)c2cccnc2Cl)s1 | . | 5
CCN1CCC(=NNC(=O)c2ccc(C)c([N+](=O)[O-])c2)CC1 | . | -12
Cn1c(=O)[nH]c(=O)c2c1nc(CN1CCN(c3ccccc3F)CC1)n2CCCc1ccccc1 | -3 | -8

The list continues:
SMILES | HIV RNase H inh | RmlCD inh mix
O=C(Cc1ccc(S(=O)(=O)N2CCOCC2)s1)NCC1CCCCC1 | 7 | 56
Cc1cccc(NC(=O)CSc2ncnc3c2oc2ccccc23)c1 | 45 | 4
CCOc1cc(CNc2ccc3c(c2)OCCO3)cc(Br)c1OCC | . | -34
O=C(CN(c1ccc(Cl)cc1)S(=O)(=O)c1ccccc1)N1CCN(c2ccccc2)CC1 | . | 8
COc1ccc(/C=C/C(=O)c2ccc(NC(=O)c3cccs3)cc2)cc1OC | . | 21
CCOc1ccccc1N1CCN(C(=O)C(F)(F)F)CC1 | . | 6
CC1CCC(N2CC(=O)N(Cc3ccc4c(c3)OCO4)C(c3ccc(F)cc3)C2=O)CC1 (centres undefined) | . | 8
O=C(O)CCCNS(=O)(=O)c1ccc2ccccc2c1 | -6 | -11
Cc1cc(C)cc(N2C(=O)CSC2c2cccs2)c1 (centres undefined) | -16 | 4
Cc1ccc(-c2cc(C(=O)Nc3cnn(C45CC6CC(CC(C6)C4)C5)c3)no2)cc1 | 27 | -13
Cc1occc1C(=O)Nc1nnc(-c2ccncc2)s1 | 27 | 3
CCOc1ccc2[nH]cc(C(=O)N3CCN(C4CCCCC4)CC3)c(=O)c2c1 | . | 3
CC(C)(C)OC(=O)NCCCCC1=CC2=CC(=O)C(C)(O)C(=O)C2=CO1 (centres undefined) | . | -11
CC(=O)Nc1ccc(S(=O)(=O)NCCc2ccc(S(N)(=O)=O)cc2)cc1 | . | 6
CC(C)(C)c1cnnn1-c1ccc(C(=O)CCl)cc1 | . | 24
Cc1n[nH]c(C)c1Sc1ccccc1N=Cc1cc([N+](=O)[O-])ccc1O | . | 10
Cc1nn2c3c(cnc2c1-c1ccc(Cl)cc1)C(=O)CC(c1ccco1)C3 (centres undefined) | 4 | 77
N#CC1=C(N)Oc2n[nH]c(-c3ccccc3)c2C12C(=O)Nc1ccccc12 (centres undefined) | -9 | -9
Cc1cc(NC(=O)CN2CCc3ccccc3C2)nc2c1c(=O)oc1ccccc12 | 58* | .
CCOC(=O)Cn1c(=O)c2c(nc(Br)n2Cc2ccc(Cl)cc2)n(C)c1=O | -6 | -11
Cc1nn(Cc2ccc(Cl)c(Cl)c2)c(C)c1NC(=O)c1noc2c1CCCCC2 | -6 | -11
CC(C)N(CCNS(=O)(=O)c1ccc(Cl)cc1)C(C)C | . | 4
O=c1cc(O)nc(SCc2ccccc2)n1-c1ccccc1 | . | 5&-4
Cc1cccc(Nc2nc(N)nc(CN3CCN(c4ccc(F)cc4)CC3)n2)c1 | 1 | 5
COc1ccc(OCCSc2nnc(C)n2-c2ccccc2)cc1 | . | -14

Brought forward from above: 5 entries, then new ones.
SMILES | HIV RNase H inh | RmlCD inh mix
Cc1nn(Cc2ccc(Cl)c(Cl)c2)c(C)c1NC(=O)c1noc2c1CCCCC2 | -6 | -11
CC(C)N(CCNS(=O)(=O)c1ccc(Cl)cc1)C(C)C | . | 4
O=c1cc(O)nc(SCc2ccccc2)n1-c1ccccc1 | . | 5&-4
Cc1cccc(Nc2nc(N)nc(CN3CCN(c4ccc(F)cc4)CC3)n2)c1 | 1 | 5
COc1ccc(OCCSc2nnc(C)n2-c2ccccc2)cc1 | . | -14
CC1(C)C=Cc2c(ccc(-c3coc4cc(O)ccc4c3=O)c2O)O1 | . | -3
COc1cc(C2C3=C(CC(c4ccco4)CC3=O)Nc3ccccc3N2C(C)=O)cc(OC)c1OC (centres undefined) | 9 | -1
CN1C(=O)C2(c3ccccc31)N(C)CC(c1ccccc1)C21SC(=S)N(Cc2ccco2)C1=O (centres undefined) | . | 9
Cc1cc(C)c2c(-n3cccc3)c(C(=O)NNS(=O)(=O)c3ccc(Cl)cc3)sc2n1 | . | 3
COc1cc2nc(NC(=O)c3ccccc3)[nH]c(=O)c2cc1OC | -15 | -9
Cc1cccc(C(=O)NN(C)c2nc(-c3ccccc3)nnc2C(F)(F)F)c1 | . | 7
Cc1cc(C)n(-c2nc3ccccc3c(=O)n2OCc2ccc(Cl)cc2)n1 | . | 9
CCn1nnnc1SCC(=O)Nc1cc(C)on1 | . | -13
c1ccc(CCCc2nc(-c3ccccn3)no2)cc1 | -27 | -6
CCOC(=O)C1=C(c2ccccc2)N2CCN=C2S1 | -50 | .
Cc1ccc(S(=O)(=O)Cc2ccc(C(=O)N3CCN(c4cc(C)ccc4C)CC3)o2)cc1 | 2 | 125
COc1cc(C(=O)NCCC(C)C)c([N+](=O)[O-])cc1OC | . | 5
COc1ccc(-c2c(C)n([O-])c3c([n+]2=O)CCCC3)cc1 | . | 9
O=C(CCC(=O)Nc1ccc(Oc2ccccc2)cc1)NCCO | -3 | 6
COc1ccc(CN(C)C(=O)COC(=O)c2ccc3c(c2)OCO3)cc1OC | . | -60
Cc1cc(-c2ccccc2)nc2cc(C(=O)NCCCn3ccnc3)nn12 | -6 | -49
N#CCc1nc2c3c4c(sc3ncn2n1)CCCC4 | -3 | .
CCOC(=O)C1C2C=CC(CC2)N1c1ccccc1 (centres undefined) | . | -10
COc1cc(/C=N\Nc2nc3ccccc3[nH]2)cc(OC)c1OC | . | -7
CC(C)(C)c1csc(NC2=NS(=O)(=O)c3ccccc32)n1 | 10 | -2
CCOC(=O)C1CCN(c2cc(C)nc3cc(-c4cccc(F)c4)nn23)CC1 | -9 | -28
CNC(=O)NC(=S)NC(=O)c1ccc(OC)cc1 | . | 14
O=C(CCCN1C(=O)CCC1=O)Nc1ccc2c(c1)OCCO2 | -1 | -11
O=C(c1cnc2sccn2c1=O)N(Cc1ccccc1)c1ccccn1 | -4 | -2
CCOC(=O)c1c[nH]c2c(C)cc(C)cc2c1=O | . | -1

Continuation.
SMILES | HIV RNase H inh | RmlCD inh mix
Cc1cc(C)c(C)c(OCC(=O)O/N=C(\N)c2ccccn2)c1 | . | 0
Cc1ccc2cc(C#N)c(SCC(=O)NCC3CCCO3)nc2c1C (centres undefined) | 2 | .
CC(=O)Oc1c(S(=O)(=O)c2ccc(C)cc2)c(C)nn1-c1ccccc1 | 0 | -7
CNc1cc(CS(=O)c2ccccc2)nc(-c2ccccc2)n1 (centres undefined) | . | 3
CCOc1ccc(-c2nc(C#N)c(N3CCN(Cc4ccccc4)CC3)o2)cc1 | 5 | 9
O=C(Nc1ccc2c(c1)OCCO2)C1CCN(C(=O)c2ccc(Br)cc2)CC1 | 5 | -11
Cc1ccc(C2=N/C(=C/N3CCOCC3)C(=O)O2)cc1 | -38 | 2
COc1cc(C(=O)OCC(=O)c2cc(C)n(C)c2C)cc(NC(=O)c2ccco2)c1OC | -5 | 12
Cc1cccc(OCCCn2c(=O)sc3ccccc32)c1 | . | 0
CCOC(=O)c1[nH]c2ccccc2c1NC(=O)NC1CCCCC1 | . | -16
Cc1cc(C)nc(-n2nc(C)cc2NC(=O)c2cccc(S(=O)(=O)N3CCCCC3)c2)n1 | . | 7
CC1CCN(Cc2ccc(NC(=O)C3CCN(c4nnc(-n5cccc5)s4)CC3)cc2)CC1 | 7 | -6
COc1cc(/C=N/NC(=O)c2cccnc2)ccc1OS(=O)(=O)c1ccc(F)cc1 | . | 5
CC(C)CCN1CC(C(=O)NCc2ccccc2)CC1=O (centres undefined) | -2 | 2
CC12CCC(=O)C=C1CCC1C2CCC2(C)C(O)CCC12 (centres undefined) | -9 | 9
O=C(NC1CCCCC1)C1CCCN(S(=O)(=O)c2cnc[nH]2)C1 (centres undefined) | -3 | 8
O=C(CCSc1ccc(Cl)cc1)NC12CC3CC(CC(C3)C1)C2 | . | -11
O=C(NCC1CCCO1)C1CC(c2ccc(Cl)c(Cl)c2)=NO1 (centres undefined) | -23 | -12
CC12CN3CC(C)(CN(C1)C3c1ccc(Br)cc1)C2=O (centres undefined) | -6 | 15
COc1ccc(Cl)cc1NC(=S)N1CCN(c2ccccn2)CC1 | . | -7
CCc1nn(CC(=O)NCCCN2CCc3ccccc3C2)c(=O)c2cc3sccc3n12 | -5 | 8
O=C(NCCc1ccccc1)c1ccncc1 | -1 | 3
CCOC(=O)c1sc(NC(=O)c2ccc3ncsc3c2)nc1C | -10 | 0
O=C(CC(c1ccccc1)c1ccccc1)OCn1nnc2ccccc2c1=O | . | ?
COC(=O)CNC(=O)c1cccc(F)c1 | . | -6

The results go on:
SMILES | HIV RNase H inh | RmlCD inh mix
CC1Cc2nc(SCC(=O)Nc3ccccc3F)n(C)c(=O)c2S1 (centres undefined) | -43 | 5
COCC(=O)Oc1c(S(=O)(=O)c2ccc(C)cc2)c(C)nn1-c1ccccc1 | 2 | 7
O=c1[nH]c(SCc2ccccc2)nnc1-c1ccccc1 | . | 8
CC(=O)Nc1ccc(S(=O)(=O)N=S(C)C)cc1 | . | -12
COc1ccc(C2C3=C(CC(C)(C)CC3=O)Oc3ncn(Cc4ccco4)c(=N)c32)cc1 (centres undefined) | 2 | -4
COc1ccc(-c2ccc(-c3noc(-c4ccco4)n3)c(OC)n2)cc1 | 34 | -9
CNC(=S)N1C2CCC1CC(NC(=O)NC13CC4CC(CC(C4)C1)C3)C2 (centres undefined) | . | 4
CCC1(CC)C(=O)C2=C3C1[C@H](C(=O)OC)C=C(C(=O)OC)C[C@H]3[C@H]1C(=O)NC(=O)[C@H]1[C@H]2C (some centres undefined) | . | 3
O=C(COc1ccc(S(=O)(=O)N2CCCC2)cc1)NCCC1=CCCCC1 | 13 | .
CCc1ccccc1NS(=O)(=O)c1ccc(SC)cc1 | -46 | 6
NC(=O)c1ccc(-n2nnnc2SCC(=O)Nc2ccc(N3CCOCC3)c(Cl)c2)cc1 | 1 | -37
CCCc1[nH]nc2c1C1(C(=O)N(CC)c3ccccc31)C(C#N)=C(N)O2 (centres undefined) | -6 | -5
C=CCn1c(C)cc(C(=O)CSc2ccc(NC(C)=O)cc2)c1C | . | 7
CCn1c(N)c(C(=O)NCCCOC)sc1=S | -9 | .
Cc1c(O)cc2n(c1=O)-c1ccc(Cl)cc1C2(C)C | . | -10
COC(=O)C1=C(c2cccc(OC)c2OC)C[C@@H]2CC[C@H]1N2C(=O)NCC1CC1 | . | -11
[O-][n+]1c2c(nn1-c1ccccc1Cl)-c1nonc1CC2 | 1 | -12
Cc1cc(C)cc(C(=O)NCCn2cc(SCC(=O)N3CCOCC3)c3ccccc32)c1 | . | -11
O=C(CCCC(=O)N(CC(=O)NC1CCCC1)Cc1ccc2c(c1)OCO2)Nc1ccccn1 | -3 | -12
CCOC(=O)C1CCN(C(=O)Nc2ccc3nccnc3c2)CC1 | . | 27
COc1cccc(C2CC(c3ccc(C)cc3)n3ncnc3N2)c1 (centres undefined) | -1 | 10

Grouped by structure, those above with a CF3 group.
SMILES | HIV RNase H inh | RmlCD inh mix
O=[N+]([O-])c1cc(C(F)(F)F)ccc1NCCCCNS(=O)(=O)c1ccc2ccccc2c1 | . | 10
CCOc1ccccc1N1CCN(C(=O)C(F)(F)F)CC1 | . | 6
Cc1cccc(C(=O)NN(C)c2nc(-c3ccccc3)nnc2C(F)(F)F)c1 | . | 7

These rows are one share of the data. The share of hits here may be higher or lower than overall.
